# FLuc modulator = inhibits or activates purified firefly luciferase, miR-21 counter-screen | P08659 | purified FLuc, Km substrates, luminescence inhibition | Potency, µM (doses to about 57.5 µM), for the others: top-dose activity change, negative = inhibition, actives largely listed as inhibitors | actives 6.9% (n = 360,000) | AID 588342;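 note: plate controls were vehicle for no effect and reference inhibitor for full effect; nearly all actives have a fitted effect of over 55% in size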
# Target sequence (P08659 whole entry, looked up): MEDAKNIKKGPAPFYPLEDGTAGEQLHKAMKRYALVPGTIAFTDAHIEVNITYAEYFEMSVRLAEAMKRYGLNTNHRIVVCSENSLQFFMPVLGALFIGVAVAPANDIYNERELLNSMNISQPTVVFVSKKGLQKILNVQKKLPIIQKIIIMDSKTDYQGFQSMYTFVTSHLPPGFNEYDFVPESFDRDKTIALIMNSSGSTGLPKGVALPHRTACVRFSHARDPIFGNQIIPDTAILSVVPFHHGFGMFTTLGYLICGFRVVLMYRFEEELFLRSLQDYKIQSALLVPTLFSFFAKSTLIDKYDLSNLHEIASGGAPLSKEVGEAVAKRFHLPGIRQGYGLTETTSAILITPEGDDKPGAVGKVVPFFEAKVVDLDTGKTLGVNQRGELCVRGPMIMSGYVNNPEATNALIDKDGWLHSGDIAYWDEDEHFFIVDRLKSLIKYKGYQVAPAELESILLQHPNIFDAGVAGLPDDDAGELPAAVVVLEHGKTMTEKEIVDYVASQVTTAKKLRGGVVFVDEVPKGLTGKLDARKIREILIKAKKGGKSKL
#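 Purified P. pyralis luciferase, 10 nM final, with Km-level 10 uM D-luciferin and 10 uM ATP in 50 mM Tris acetate pH 7.5, 10 mM Mg acetate, 0.01% Tween-20, 0.05% BSA; 6-point qHTS titration about 60 µM downward; luminescence read.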
# BRCA1 expr act = BRCA1 expression activation; MCF7-BRCA1-FFLuc reporter, luminescence, 48 h; response scale: scaled: vehicle 0%, 10 µM genistein 100%; Potency, µM (top dose mostly 46.1 µM), without a hit: at the top dose activation, most hits filed as activators; actives 1.1% (n = 380,000); AID 624202; note: nearly all actives have a fitted effect of over 80% in size; some results filed as inactive show a strong effect at the top dose
#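 MCF7-BRCA1-FFLuc cells, 2000/well in phenol-red-free MEM, attached 2 h then treated 48 h at 37 C. Luciferase luminescence read 15 min after reagent; normalized to genistein maximum activation (10microM) and DMSO, concentration-response fitted.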
# Rab9 prom act = activators of Rab9 promoter | Huh7 Rab9 promoter-luciferase reporter, luminescence, 24 h | Potency, µM (doses to about 9.22 µM), inactives show at the highest dose activation, negative = inhibition, actives largely listed as activators | actives 2.8% (n = 320,000); note: % of control where 0% means no effect; nearly all actives have a fitted effect of over 60% in size
#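 Measured in stably transfected Huh7 cells bearing a Rab9 promoter–luciferase construct: 24 h compound treatment at 37 °C, followed by luminescence detection.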
# Gal4-VP16 FLuc = inhibits Gal4-VP16 luciferase reporter, ROR gamma counter-screen; Drosophila S2 Gal4-VP16 UAS-luciferase, luminescence, 20 h; Potency, µM (doses to about 53.6 µM), for inactives: top-dose activity, negative = inhibition, most hits filed as inhibitors; actives 3.5% (n = 310,000); AID 2546;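 note: Gal4-VP16 expression switched on by copper sulfate through the metallothionein promoter; % is set by controls: 0 for no effect and ±100 for the full control effect; nearly all actives have a fitted effect of over 50% in size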
# p53 reactivation = mutant p53 re-activation in reporter cells; H1299 p53-A138V BP100-luciferase reporter, luminescence, 24 h; Potency, µM (titrated, usually from 92.2 µM), for inactives: top-dose activity change, positive = activation, hits mostly activators; actives 0.063% (n = 320,000); note: % of control where 0% means no effect; nearly all actives have a fitted effect of over 45% in size
#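 p53-null H1299 cells stably carrying temperature-sensitive p53-A138V and a BP100-luciferase reporter were pinned with compounds (4-point, 1:5 series) and held 24 hrs at 37 deg C. Luminescence was read 10 min after detection reagent.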
# MBNL1-CUG inh = inhibitors of human MBNL1 binding to CUG repeat RNA; Q9NR56; TR-FRET MBNL1-His/biotin-(CUG)12 binding, 665/545 ratio; Potency, µM (doses to about 57.5 µM), for inactives: at the highest dose activity change, negative = inhibition, hits mostly inhibitors; actives 0.036% (n = 280,000); active = well fitted inhibition curve with a large enough effect in the signal ratio, with a control signal flat, not every such curve was filed as active; inconclusive = small, poorly fitted or top-dose-only effect, or effect the other way, or a change in a side signal; inactive = no such curve, though single readings can be large or run the other way; the % refers to the signal ratio; note: % is set by controls: 0 for no effect and ±100 for the full control effect
# Target sequence (Q9NR56 whole entry, looked up): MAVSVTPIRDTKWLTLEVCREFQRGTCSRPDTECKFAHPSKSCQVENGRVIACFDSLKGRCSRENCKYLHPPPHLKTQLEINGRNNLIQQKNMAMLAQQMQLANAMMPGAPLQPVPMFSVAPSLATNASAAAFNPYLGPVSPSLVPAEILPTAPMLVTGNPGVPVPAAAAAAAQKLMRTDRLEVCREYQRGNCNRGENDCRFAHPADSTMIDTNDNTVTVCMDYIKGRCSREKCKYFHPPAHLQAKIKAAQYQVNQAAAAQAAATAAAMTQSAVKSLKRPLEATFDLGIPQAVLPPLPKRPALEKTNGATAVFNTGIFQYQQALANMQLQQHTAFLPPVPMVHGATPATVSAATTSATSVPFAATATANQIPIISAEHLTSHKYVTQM
#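 MBNL1-His + Biotin-(CUG)12, cpd titration 92 nM–58 uM; Tb anti-His Ab 0.055 ng/ul, SA-XL665 5 nM (final); 60 min RT; ratiometric 665/545 nm, Ex 340 nm; normalized to buffer and full-complex controls.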
# uPA generation = inhibitors of cell surface uPA generation | cell surface uPA generation assay, qHTS | Potency, µM (highest dose often 38.3 µM), for inactives: at the highest dose activity change, negative = inhibition, hits mostly inhibitors | actives 0.31% (n = 330,000); active = well fitted inhibition curve with a large enough effect; inconclusive = small, poorly fitted or top-dose-only effect; inactive = no such curve, though single readings can be large or run the other way; tested in mouse RAW 264.7 cells; note: % is set by controls: 0 for no effect and ±100 for the full control effect; nearly all actives have a fitted effect of over 55% in size
# RORgamma inh = ROR gamma (mouse) transcription inhibition; Drosophila S2 Gal4-RORgamma UAS-luciferase reporter, 20 h; Potency, µM (top dose mostly 53.6 µM), for the others: at the top dose activity change, negative = inhibition, most hits filed as inhibitors; AID 2551; actives 5.4% (n = 310,000); P51450; note: % is set by controls: 0 for no effect and ±100 for the full control effect; nearly all actives have a fitted effect of over 60% in size
#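 In this cell-based reporter format, copper sulfate (700 uM final) drives Gal4–ROR gamma fusion expression from a metallothionein promoter in Drosophila Schneider cells; compounds preincubated 1 hr, reporter read after 20 hr at ambient temperature.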
# ELG1 genotox = inducers of genotoxicity in HEK293T ELG1-luciferase cells. HEK293T ELG1-luciferase reporter, luminescence, 16 h. Potency, µM (highest dose often 46 µM), for inactives: at the highest dose activity change, positive = activation, most hits filed as activators. actives 1.3% (n = 330,000). AID 504466; note: % of control where 0% means no effect; nearly all actives have a fitted effect of over 60% in size
#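 Genotoxicity was scored as increased ELG1-luciferase reporter signal, measured by ONE-Glo luminescence (30 min, room temperature). Compound or vehicle exposure of the HEK293T reporter cells lasted 16 hr at 37°C.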
# NPC1 prom act = activators of NPC1 promoter; actives 2.4% (n = 320,000); Potency, µM (top dose mostly 9.22 µM), without a hit: top-dose activation, hits mostly activators; Huh7 NPC1 promoter luciferase reporter, 24 h;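 note: % of control where 0% means no effect; nearly all actives have a fitted effect of over 60% in size; reporter is driven by a mutant NPC1 promoter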
#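 Quantitative HTS used a cell-based reporter: Huh7 cells stably bearing the NPC1 promoter upstream of luciferase were treated with compounds for 24 h, and promoter activation was read as luminescence.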
# The depositor's hits bear a star; ? = inconclusive; nt = no result given; [ ] = dose if it differs, or a comment. Unless noted, calls come from the whole dose curve; as a rule, active = well fitted curve in the direction sought with a large enough effect; inconclusive = small, poorly fitted or top-dose-only effect, or another doubt; inactive = no such curve, though single readings can be large; an effect the other way counts as inactive or inconclusive. Potency is the fitted concentration of half-maximal effect.
SMILES,FLuc modulator,BRCA1 expr act,Rab9 prom act,Gal4-VP16 FLuc,p53 reactivation,MBNL1-CUG inh,uPA generation,RORgamma inh,ELG1 genotox,NPC1 prom act
O=C(CSc1nc2ccccc2c(=O)n1Cc1ccccc1)Nc1ccc(Br)cc1C(=O)O,1%,-42%,0%,0%,7%,?,-9%,-21%,-3%,-4%
COc1ccccc1NCC(=O)NNC(C)C(=O)Nc1cccc(Cl)c1 (stereo not given),3%,-1%,-1%,-8%,-2%,-5%,-8%,32%,-5%,0%
O=C(O)c1ccc(NC2=Nc3cccc4cccc2c34)cc1,?,14%,1.6µM*,29%,2%,?,-4%,34%,11%,1.6µM*
COc1ccccc1C(=O)NC(=O)CSc1cccc[n+]1[O-],-10%,-2%,-3%,?,-4%,-9%,-6%,42%,-1%,-1%
COc1ccc(C(C(=O)NC2CCCC2)N(Cc2cccnc2)C(=O)Cc2cccs2)cc1OC (stereo not given),2%,-6%,5%,-8%,-4%,-8%,0%,2%,4%,0%
Cc1cccn2c(=O)c(C=O)c(N3CC(C)OC(C)C3)nc12 (stereo not given),0%,-18%,-8%,-13%,-3%,4%,-5%,-7%,2%,0%
COc1ccc(Nc2nc(-c3ccncc3)nc3ccccc23)cc1,-5%,-27%,-2%,-15%,-4%,-6%,5%,-6%,-1%,-5%
Cc1ccc(S(=O)(=O)N(C)C)cc1NC(=S)Nc1ccc2cn[nH]c2c1,6%,-8%,2%,4%,-4%,3%,-4%,?,-7%,-6%
CC1=CC(c2ccccc2)n2nc(NC(=O)CCC(=O)O)nc2N1 (stereo not given),-1%,0%,-1%,-4%,4%,nt,1%,0%,0%,1%
CCN(CC)Cc1c(C(=O)N/N=C/c2cccc(OCc3cccc(Cl)c3)c2)nnn1-c1nonc1N,-1%,17%,17%,8%,-2%,-1%,6%,26%,1%,20%
CN1CCC(OC(=O)c2cccc(Br)c2)CC1,-3%,5%[1.84 µM],8%,7%,7%,-3%,3%,-32%,-2%,-1%
CCCCn1c(N)c(N(CC(C)C)C(=O)c2c(-c3ccccc3)noc2C)c(=O)[nH]c1=O,0%,-4%,-5%,nt,-5%,nt,-2%,nt,-2%,-2%
Cc1ccc(S(=O)(=O)N2CCCCC2)cc1NC(=O)CCCOc1ccccc1,0%,-8%,6%,nt,-3%,nt,3%,nt,-6%,8%
COc1ccccc1OCCNC(=O)c1cccc(S(=O)(=O)N2CC(C)OC(C)C2)c1 (stereo not given),0%,-28%,0%,nt,nt,3%,3%,nt,-5%,0%
COc1ccc(-n2nc(C(=O)O)c3ccccc3c2=O)c(OC)c1,1%,2%,-5%,-7%,-2%,-8%,7%,-1%,-2%,-5%
CCOc1cc(C(c2c(C)[nH][nH]c2=O)c2c(C)[nH][nH]c2=O)cc(Br)c1OC,-1%,0%,-17%,5%,-1%,-2%,-7%,22%,-6%,-7%
Cc1ccc(OCC(O)Cn2c(NCCc3ccccc3)nc3c2c(=O)[nH]c(=O)n3C)cc1 (stereo not given),-3%,1%,-4%,-3%[0.365 µM],-6%,-3%,-2%,?,1%,-1%
N#CCC(=O)Nc1ccc(C(=O)OCC(=O)N2CCN(C(=O)c3ccco3)CC2)cc1,nt,-5%,nt,nt,8%,nt,4%,nt,1%,nt
Cc1cccn2cc(-c3ccc(F)cc3)nc12,2.4µM*,100%,1.8µM*,?,nt,2%,-8%,?,0.92µM*,1.1µM*
CC(=O)c1ccc(-n2c(C)ccc2-c2ccccc2)cc1,-19%,45%,15%,26%,?,7%,nt,13%,?,11%
CCOc1ccc(-c2nnn(CC(=O)NCc3ccc(C)cc3)n2)cc1,-3%,-38%,1%,7%,-2%,-3%,-2%,-8%,-12%,1%
OC(COc1ccc2c(c1)CCC2)CN1CCN(c2cccc(Cl)c2)CC1 (stereo not given),3%,-51%,-3%,-17%,6%,-1%,2%,?,-2%,0%
CC1(C)CC(C)(c2ccc(O)cc2O)N(c2cccc(Cl)c2)C(=S)N1 (stereo not given),0%,-15%,-1%,-8%,-19%,-13%,3%,?,-5%,-6%
O=C(CN(C(=O)c1nsc(Cl)c1Cl)c1ccc(F)cc1)NC1CCCC1,0%,-5%,5%,-6%,-2%,4%,-1%,9%,-1%,1%
O=c1c2ccccc2nc(/C=C/c2ccc(Br)cc2)n1CCCO,?,1%,3%,12%,8%,62%[activator],?,43%,-9%,-7%
O=C(CN(CCc1ccccc1)C(=O)CN1C(=O)COc2ccccc21)NCc1ccco1,4%,-2%,-12%,-1%,1%,7%,3%,-9%,0%,1%
CCOc1cc(N2CCOCC2)c(OCC)cc1NC(=O)CN1C(=O)NC2(CCCCCCC2)C1=O,3%,-16%,1%,-4%,-4%,2%,-3%,?,0%,1%
O=C(Nc1nnc(-c2ccc(F)cc2)s1)C1CCN(S(=O)(=O)c2ccc(Cl)cc2)CC1,5%,1%,-5%,1%,1%,nt,3%,0%,1%,0%
O=C(N/N=C\c1cccc(OC(=O)c2ccco2)c1)c1ccc2c(c1)OCO2,1.7µM*,81%,25%,6.3µM*,?,nt,-9%,14µM*,15µM*,24%
COc1ccccc1NC(=O)c1sc2ncn(Cc3ccc(C)cc3)c(=O)c2c1C,-2%,-26%,2%,6%,-5%,?,13%,1%,0%,26%
CN(CC(=O)NC(=O)NC1CCCCC1)c1ccccc1,-1%,-12%,-6%,nt,4%,nt,11%,nt,-1%,-1%
Cc1ccc(OCC(=O)N(C)CC(=O)Nc2ccccc2Cl)c([N+](=O)[O-])n1,-1%,0%,1%,nt,14%,nt,0%,nt,-2%,-1%
O=C(NCc1ccc(Cl)cc1)c1ncn[nH]1,-2%,0%,-3%,-2%,8%,1%,-2%,-2%,1%,-2%
Cc1cc(C)nc(SCC(=O)N(C)CC(=O)Nc2ccccc2Br)n1,-1%,-12%,-2%,nt,4%,nt,3%,nt,6%,-1%
O=C(CSc1ncn[nH]1)Nc1ccc2c(c1)OCCO2,?,0%[1.84 µM],?,17%,15%,-6%,0%,3%,?,12%
COc1ccc(CN2CNc3nc4ccccc4n3C2)cc1,0%,-11%[1.84 µM],15%,1%,0%,-19%,4%,-10%,0%,-1%
O=C(Nc1cccc(-c2cscn2)c1)C1CCN(Cc2ccc(CO)o2)CC1,-9%,-8%,-2%,-4%,5%,-9%,2%,0%,-6%,-5%
O=C(Nc1cccc(C(F)(F)F)c1)c1ccc(N2CCNCC2)c([N+](=O)[O-])c1,2%,-70%,-2%,2%,-7%,6%,-5%,9%,-1%,-8%
Oc1ccc(NC(=S)Nc2ccc(F)cc2)cc1,-1%,-27%,6%,-6%,-14%,-3%,-18%,25%,-2%,-5%
C=CCNC(=O)NC(=O)COC(=O)COc1ccc(Br)cc1F,-4%,1%,-4%,-10%,5%,3%,1%,-8%,1%,4%
Fc1ccc(-c2cnc(-c3cccs3)o2)cc1,6µM*,64%,3.5µM*,?,16%,13%,-1%,4%,?,4µM*
C/C(Cl)=C\Cn1c(O)c(N=NC(N)=S)c2cc(Br)ccc21,0%,-88%,-11%,3.2µM*,-5%,22%,?,3.2µM*,6%,-6%
CC(C)c1ccc(NC2CCCN(C(=O)c3ccccc3-c3ncc[nH]3)C2)cc1 (stereo not given),1%,-16%,-11%,-1%,0%,0%,-4%,5%,-3%,1%
COC(=O)C1=C(C(=O)c2ccccc2)C(c2ccccc2)n2nnnc2N1 (stereo not given),1%,19%,-1%,-19%[10 µM],3%,11%,1%,34%,-3%,0%
CCOc1ccc(N(C(C)=O)C2C=CS(=O)(=O)C2)cc1 (stereo not given),-3%,0%,1%,0%,14%,-6%,6%,-22%,-2%,0%
CCOC(=O)C1=C(C)NC(C)=C(C(=O)OCC)C1C(=O)OCC(N)=O,-2%,0%,-2%,3%,-5%,-3%,1%,16%,5%,-1%
COc1cc(-c2nnc(NC(=O)c3ccc(S(=O)(=O)N4CCOCC4)cc3)o2)cc(OC)c1OC,-6%,nt,-19%,?,0%,-8%,nt,?,-1%,-12%
O=C(CNc1cccc(S(=O)(=O)N2CCCCC2)c1)Nc1ccccc1F,2%,-4%,0%,-17%,-5%,-2%,-10%,?,-13%,1%
COc1ccc(CNC(=O)C/C(C)=N/NC(=O)COc2ccccc2)cc1,4%,-20%,16%,-10%,-3%,-8%,1%,0%,1%,-2%
O=[N+]([O-])c1ccc(OCCN2CCNCC2)cc1,1%,6%,-5%,-1%,-1%,?,-3%,-6%,-1%,-5%
Cc1ccc(Nc2cc(C)nc(NCc3ccccc3)n2)cc1,-16%,-71%[inhibitor],-4%,?,9%,nt,-2%,?,-6%,-5%
CCOc1ccc(C2c3[nH]c4ccccc4c3CCN2CCCn2cccn2)cc1 (stereo not given),-14%,-42%,12%,24%,-3%,14%,2%,43%,-8%,7%
CCN(CC)c1ccc(/C=N\NC(N)=O)cc1,?,26%,4%,8%,-6%,8%,-15%,?,16%,-4%

# Source: PubChem BioAssay (National Center for Advancing Translational Sciences (NCATS))

# Random draw from the library; 13% or so of the library scored in one or more.
